# ADAM17 inh – inhibits human ADAM17. P78536. recombinant ADAM17, EDANS/DABCYL FRET peptide cleavage. inhibition, % at 6.95 µM. 370,000 compounds, 0.83% hits;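 active = inhibition above the mean of compounds lying between control limits plus 3 SD, set per campaign, cut at about 8.5% in these data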;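 also: 0% = DMSO-only wells as the low control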
# Tn6 DDE FP – inhibitors of Tn6 peptide binding to human fibrin DD(E); Fibrin DD(E) TRITC-Tn6 fluorescence polarization displacement; inhibition, % at 8.3 µM; P02675; 370,000 compounds, 0.21% hits; AID 720509;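 active = inhibition above a per-campaign cutoff: mean of compounds within control limits plus 3 SD, cut at about 15% in these data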;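 also: 0% = median of all compound wells on the plate and 100% = blocking peptide control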
# ADAM10 inh – ADAM10 inhibition, QFRET primary screen; O14672; inhibition, % at 7 µM; recombinant ADAM10, EDANS/DABCYL FRET peptide cleavage, 3 h; 370,000 compounds, 0.62% hits;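 active = inhibition above a per-campaign cutoff equal to the mean of compounds falling between control-based bounds plus 3 SD, cut at about 20% in these data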;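 also: 0% = DMSO wells while the 100% control is not disclosed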
# LEDGF integ inh – blocks HIV-1 LEDGF/p75-dependent DNA integration. 370,000 compounds, 0.64% hits. AID 743269. TR-FRET IN-LEDGF/p75 DNA integration, Eu/Cy5. inhibition, % at 3.7 µM;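 active = inhibition above the screen-wide mean plus 3 SD, cut at about 13% in these data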;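 also: signal is the Cy5 over europium emission ratio at 671 and 618 nm; 0% = plate median of compound wells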
# KLK7 zymogen act – activators of human kallikrein-7 zymogen; purified proKLK7, EDANS-DABCYL substrate fluorescence; 100% is mature enzyme control, 0% vehicle; activation, % at 7 µM; P49862; AID 652039; 370,000 compounds, 0.9% hits;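 active = activation above the mean of all tested compounds plus 3 SD, computed per campaign excluding outliers beyond control limits, cut at about 13% in these data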
# PLCg1 inh – inhibitors of human phospholipase C gamma1 | 370,000 compounds, 0.84% hits | purified PLC-gamma1, fluorogenic substrate, fluorescence | AID 720700 | P19174 | inhibition, % at 12.2 µM; in the data active = inhibition above about 9.5%
# Target sequence (P19174 whole entry, looked up): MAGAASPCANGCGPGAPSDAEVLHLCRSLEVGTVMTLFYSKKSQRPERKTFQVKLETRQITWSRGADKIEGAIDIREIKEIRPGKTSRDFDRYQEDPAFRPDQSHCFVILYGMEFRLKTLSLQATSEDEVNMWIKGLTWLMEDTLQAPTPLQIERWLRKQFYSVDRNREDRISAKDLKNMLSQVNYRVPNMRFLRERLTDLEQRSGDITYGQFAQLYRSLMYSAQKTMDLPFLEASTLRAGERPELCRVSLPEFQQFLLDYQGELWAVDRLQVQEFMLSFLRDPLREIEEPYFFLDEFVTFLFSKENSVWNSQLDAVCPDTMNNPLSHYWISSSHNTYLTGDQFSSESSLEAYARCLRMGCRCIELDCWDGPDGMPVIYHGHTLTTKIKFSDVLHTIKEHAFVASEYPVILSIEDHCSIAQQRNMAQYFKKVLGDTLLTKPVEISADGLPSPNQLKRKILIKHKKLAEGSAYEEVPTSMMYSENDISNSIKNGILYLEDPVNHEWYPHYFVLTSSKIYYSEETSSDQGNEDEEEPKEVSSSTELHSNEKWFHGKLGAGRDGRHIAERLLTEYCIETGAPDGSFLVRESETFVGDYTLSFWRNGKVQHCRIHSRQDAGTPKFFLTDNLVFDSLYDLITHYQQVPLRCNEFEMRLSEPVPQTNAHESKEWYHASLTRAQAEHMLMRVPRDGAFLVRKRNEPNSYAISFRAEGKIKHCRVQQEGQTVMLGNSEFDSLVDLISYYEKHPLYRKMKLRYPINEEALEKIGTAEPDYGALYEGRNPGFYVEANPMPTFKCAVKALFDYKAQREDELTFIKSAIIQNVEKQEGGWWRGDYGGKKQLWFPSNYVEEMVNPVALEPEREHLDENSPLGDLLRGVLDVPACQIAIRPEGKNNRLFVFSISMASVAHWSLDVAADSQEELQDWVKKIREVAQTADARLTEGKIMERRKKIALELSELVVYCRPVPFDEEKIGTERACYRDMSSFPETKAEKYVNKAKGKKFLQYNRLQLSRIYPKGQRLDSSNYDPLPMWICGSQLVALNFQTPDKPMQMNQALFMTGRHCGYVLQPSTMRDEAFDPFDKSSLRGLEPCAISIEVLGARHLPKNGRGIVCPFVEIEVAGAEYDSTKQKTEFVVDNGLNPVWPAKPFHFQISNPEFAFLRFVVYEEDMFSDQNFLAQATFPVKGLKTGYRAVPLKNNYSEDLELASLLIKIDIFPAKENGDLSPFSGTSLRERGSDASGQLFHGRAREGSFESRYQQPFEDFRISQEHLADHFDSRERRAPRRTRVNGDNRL
# ARFGAP1 inhibitor – inhibits rat ARF GTPase activating protein 1 | Q62848 | Arfgap1-stimulated ARF1 GTP hydrolysis, GDP FP detection | inhibition, % at 16.5 µM | 360,000 compounds, 0.26% hits | AID 651572;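 active = inhibition above a per-plate limit, mean inhibition of low control wells plus 3 SD, cut at about 25% in these data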;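 also: 0% = DMSO wells with enzyme and 100% = wells lacking Arfgap1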
#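 Assay system: Rat Arfgap1 GAP domain (His6, aa 1-136), purified enzyme | Buffer or medium: HEPES 25 mM pH 7.5, NaCl 150 mM, MgCl2, DTT | Schedule: GTP hydrolysis reaction 2 h at 25 °C | Signal: FP of antibody-bound GDP Alexa 633 tracer, ex 620/em 688 nm | Measure: Percent inhibition of Arfgap1-stimulated GTP hydrolysis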
# TDP2 absorb – blocks human TDP2 phosphodiesterase activity. O95551. recombinant TDP2, T5PNP hydrolysis, p-nitrophenol absorbance 415 nm. inhibition, % at 12.8 µM. 370,000 compounds, 0.34% hits. AID 720702;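 active = inhibition above the mean of all tested compounds plus 3 SD, set per campaign, cut at about 25% in these data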;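 also: 0% = DMSO with enzyme and 100% = buffer with substrate but no TDP2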
#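 Test system: human TDP2 enzyme; Input: 120 nM TDP2 per well; Buffer or medium: Mg2+-containing Tris-HCl buffer, pH 7.5; Reagent: 5 mM T5PNP; Dosing: 12.8 µM single point, 1% DMSO; Incubation: reaction 2 h, 37 °C; Detection: p-Nitrophenol epi absorbance; Read-out: % inhibition relative to enzyme-containing and enzyme-free wells; Replicates: single well per compound.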
# DDE Tn7 FP inh – DD(E)-Tn7 binding inhibition, primary FP screen; P02675; FP displacement of FITC-Tn7 peptide from fibrin DD(E); 0% = median of compound wells per plate; inhibition, % at 8.3 µM; 370,000 compounds, 0.13% hits;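 active = inhibition above the mean of compounds falling within the control limits plus 3 SD of them, cut at about 14% in these data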;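 also: 0% = plate median of compound wells and 100% = 10 µM Aha-Tn7 peptide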
#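 Also added: labelled Tn7 tracer, 0.1 µM; Assay system: human fibrin DD(E) protein; Amount: 2 µM fibrin DD(E); Schedule: 10 min compound pre-incubation, 3 h probe incubation at room temperature; Repeats: one replicate per compound; Read-out basis: percent inhibition; Measured by: fluorescence polarization of the labelled Tn7 tracer.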
# ASAP1 inh – blocks human ASAP1-stimulated Arf1 GTP hydrolysis; GDP FP detection; inhibition, % at 16.5 µM; 360,000 compounds, 0.19% hits; AID 624377; in the data active = inhibition above about 25%;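 also: 0% = vehicle with enzyme and substrate and 100% = no enzyme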
# * hit, by the source's call; i = inactive; · = not tested or not shown. Hits appear at their usual frequency. Share with any hit: about 4.2%.
ADAM17 inh	Tn6 DDE FP	ADAM10 inh	LEDGF integ inh	KLK7 zymogen act	PLCg1 inh	ARFGAP1 inhibitor	TDP2 absorb	DDE Tn7 FP inh	ASAP1 inh	SMILES
-25	2	-68	1	-1.5	-21	4	-19	-1	-1	O=C1CCCN1CCCNc1nc2c(S(=O)(=O)c3ccccc3)nnn2c2ccc(Cl)cc12
-1	7	-4	2	0.1	-1	-13	3	-2	-17	Cc1c(Cl)cccc1N(CC(=O)NC(C)c1ccccc1)S(C)(=O)=O (stereo not drawn)
1	4	2	3	0.7	1	-7	13	0	-2	COc1ccc(CCNC(=O)[C@@H](NC(=O)N2CC(=O)Nc3ccccc32)C(C)C)cc1OC
-1	6	-5	0	0.4	-1	-3	6	4	11	CC1CN(C(=O)c2ccccc2NS(=O)(=O)c2ccc(Cl)cc2)CC(C)O1 (stereo not drawn)
0	12	6	-1	-0.3	0	-10	7	-1	19	CCN(CC)C(=O)c1cccc2c1C(=O)c1ccccc1-2
-5	-5	-10	24*	-0.2	-6	0	53*	-3	-4	Oc1ccc2ccccc2c1C=NC12CN3CCN(CN(C3)C1)C2
0	5	0	-1	0.0	2	1	-1	6	9	CCCc1oc2c(c(=O)c1CC)C(=O)CC(C)(C)C2
-2	3	-12	-1	0.0	-2	-6	3	0	-9	CC(=O)Nc1nc2cc3c(cc2s1)OCCO3
-1	0	-5	-3	-0.5	1	·	2	-2	·	CC(C)=CCC/C(C)=C/CNCC(=O)N1c2ccccc2[C@]2(c3ccccc3)C[C@@H]3C(=O)N(C/C=C(\C)CCC=C(C)C)CC(=O)N3[C@H]12
-7	-2	11	2	-0.4	4	4	-3	5	6	FC(F)(F)c1cccc(-c2cc(C3CCNCC3)[nH]n2)c1
-8	4	-40	2	1.5	-17	16	-6	-10	14	CCC(=O)N1CCCC1(C)C(=O)Nc1ccc2nc(C)ccc2c1 (stereo not drawn)
-6	-2	-5	1	0.2	-1	7	1	0	-1	Nc1c(N=Nc2cccc(Cl)c2)c(=O)[nH]n1-c1ccccc1
-1	-1	3	-2	-0.2	-3	13	2	-3	3	COc1ccc(C(CNC(=O)COc2ccc(C)c(C)c2)N2CCCCC2)cc1 (stereo not drawn)
-5	-2	-12	-2	-0.1	0	-10	7	6	-6	CC(C)(C)N1CC(C(=O)Nc2ccc(C#N)cc2)CC1=O (stereo not drawn)
-3	1	-3	-2	0.2	1	6	8	-1	-6	O=C(CN1N=C(c2ccccc2)CCC1=O)NCc1ccco1
-4	-2	1	-6	-0.2	-1	-3	14	0	-8	CC(C)=CCN1CCN(Cc2c[nH]c3ccccc23)CC1CCO (stereo not drawn)
1	4	1	3	0.5	0	-5	5	7	6	COc1ccc(/C=C(/C(=O)NCc2ccccc2)c2ccccc2)cc1
-4	5	1	0	-0.6	-2	-11	7	3	-10	Cn1nc(C(F)(F)F)c(C(=O)Nc2ccc(F)cc2F)c1Cl
0	1	-6	-2	-0.6	-1	9	-13	1	-7	CN(CC(=O)NCCc1ccccc1)Cc1ccco1
-1	-8	4	0	-0.5	6	-7	-8	-3	-14	CCOc1ccc(C(=O)CCN2CCCCCC2)cc1
-2	1	0	-2	0.1	0	15	4	0	5	O=C(Cn1c(C(F)(F)F)nc2ccccc21)NCCCN1CCOCC1
-3	3	-6	-1	0.2	0	·	-2	6	·	CCOC(=O)CCCNC(=O)OCCCN1CCC2(CCC(c3ccccc3)CC2)C1=O (stereo not drawn)
-5	-2	-5	-2	-0.4	-2	-10	-4	7	0	O=C(O)CC(NC(=O)C(F)(F)F)c1ccc2c(c1)OCO2 (stereo not drawn)
2	-2	7	2	0.1	2	-2	-7	-5	0	CC(C)C(=O)N1CCN(c2ccc(NC(=O)c3ccc4c(c3)OCCO4)cc2)CC1
-2	-5	9	3	-0.1	-4	8	-4	5	16	COc1ccccc1-n1c(SCC(=O)Nc2ccc(NC(C)=O)cc2)nc2c([nH]c3ccccc32)c1=O
0	-4	-1	-2	0.3	-6	-14	-8	-5	-2	C/C(CC(=O)Nc1ccc(Cl)cc1Cl)=N\NC(N)=S
0	1	2	1	0.3	1	-2	7	1	11	Cc1ccc(S(=O)(=O)N2CCN(C(=O)COc3ccc(Br)cc3)CC2)cc1
-3	-2	-8	-2	-0.2	-4	-4	-9	-3	16	CNC(=O)Nc1cccc(-c2ccnc(C)n2)c1
-5	5	-12	-3	-0.4	-4	-3	-1	0	1	CC1CCc2sc(C(=O)OCC(=O)NCc3ccccc3)cc2C1 (stereo not drawn)
0	-8	-13	0	-0.4	3	17	-7	-4	-5	COc1ccc(NC(=O)CCS(=O)(=O)c2ccc3c(c2)CCN3C(C)=O)cc1
0	-5	4	-1	0.1	1	1	-7	-1	5	NC(=O)NCc1ccccc1
-1	-6	-4	-4	-0.9	2	1	24	0	-1	CSc1ccc(CNc2ncc(-c3cccc([N+](=O)[O-])c3)n2C)cc1
-2	0	-2	0	0.0	1	-6	1	8	4	COc1cccc(N2C(=O)C3C(C2=O)C2C=CC3C23CC3)c1 (stereo not drawn)
1	-7	4	4	0.2	3	-4	1	-3	4	O=C(O)c1cc([N+](=O)[O-])ccc1C(=O)Nc1cccc([N+](=O)[O-])c1
-1	2	-2	0	0.7	-1	-1	1	-8	11	CSc1ncccc1C(=O)OCC(=O)N1CC2(C)CC1CC(C)(C)C2 (stereo not drawn)
0	1	5	4	0.2	-2	18	-4	-4	12	COc1ccc(-c2cc(C(=O)N3CCN(c4ccc(F)cc4)CC3)no2)cc1OC
-2	4	-1	2	-0.4	2	14	8	-4	-4	CC(C)Cc1nnc(NC(=O)CCC(=O)Nc2ccc3cn[nH]c3c2)s1
-3	-5	-11	3	-0.3	-2	12	-8	2	11	N#Cc1ccc(Cn2c(=O)c(C#N)c3n(c2=O)CCC3)cc1
-7	3	-8	-1	10	-6	5	0	3	-3	COc1cc(OC)c(/C=N/n2c(C3CCCCC3)n[nH]c2=S)c(OC)c1
-24	6	-61	-3	-0.8	-271	·	-5	11	·	CC(=O)c1cc(-c2ccc(-c3cc(C(=O)O)c4ccccc4n3)cc2)c(=O)n2c1CCC2
1	1	-2	0	0.2	4	-10	2	-5	-6	COc1cccc(N=Cc2c[nH][nH]c2=O)c1
-3	1	-2	4	0.0	-3	-6	2	-2	15	CCOC(=O)N1CCN(C(=O)Cn2c(=O)sc3ccccc32)CC1
0	2	3	-3	0.4	-1	-4	1	11	1	Cc1ccc(C(=O)O/N=C(\N)Cc2ccc([N+](=O)[O-])cc2)c(Cl)c1
0	-1	-6	-4	-0.8	-4	-9	-1	5	2	CCOC(=O)C(Cc1ccc(O)cc1)NC(=O)CNC(=O)C1CCCN1C(=O)OC(C)(C)C (stereo not drawn)
1	3	-7	4	0.5	-7	-4	-6	-4	-2	CCN(C(=O)c1cc([N+](=O)[O-])ccc1NCc1cccnc1)c1ccccc1
0	5	-8	-3	0.1	-4	11	-8	13	-10	O=S(=O)(c1ccc(F)cc1)N1CCN(C(=S)NCC2CCCO2)CC1 (stereo not drawn)
-36	-8	-81	3	-6.0	-160	-6	-8	-8	4	CSC1=NSC2=NC(=O)/C(=C/c3coc4ccccc4c3=O)C(=N)N12
-3	-5	5	-3	-0.6	-1	-12	9	2	4	CCc1ccc(N2CCN(C(=O)c3ccc4c(c3)OCO4)CC2)cc1
4	8	12	-1	0.0	7	0	-6	-2	-8	NC(=S)N/N=C/c1ccc(-c2cccc([N+](=O)[O-])c2)o1
-1	-3	-19	-7	0.1	-4	-6	1	-2	0	CCCc1ccc(C(=O)COC(=O)CN2C(=O)NC3(CCCCC3C)C2=O)cc1 (stereo not drawn)
-1	-4	-3	-8	0.2	-2	·	-11	2	·	C[C@@H]1CCCN1c1ccc2c(c1)O[C@H]1CCN(C1)S2(=O)=O
-231	-4	i	3	-28	i	-4	1	0	-11	CCN1CCSc2ccc(C(=O)NCc3cc(Br)ccc3OC)cc21
-3	3	-1	-2	-0.3	1	-11	11	4	-3	COc1ccc(-n2nnnc2SCC(=O)NC2CCS(=O)(=O)C2)cc1 (stereo not drawn)
-1	2	1	-2	0.8	6	12	-5	3	-6	Cc1nc2c(=O)[nH]c(=S)n(C)c2nc1C
-242	-4	i	2	49*	i	2	8	-5	-3	Cc1nn2cc(-c3ccccc3)nc2[nH]c1=O
-1	-4	13	0	0.1	2	-6	-10	6	9	CSc1ccccc1NC(=O)COc1nsnc1N1CCOCC1

# Continued; it opens with the 3 that closed the last part.
ADAM17 inh	Tn6 DDE FP	ADAM10 inh	LEDGF integ inh	KLK7 zymogen act	PLCg1 inh	ARFGAP1 inhibitor	TDP2 absorb	DDE Tn7 FP inh	ASAP1 inh	SMILES
-1	2	1	-2	0.8	6	12	-5	3	-6	Cc1nc2c(=O)[nH]c(=S)n(C)c2nc1C
-242	-4	i	2	49*	i	2	8	-5	-3	Cc1nn2cc(-c3ccccc3)nc2[nH]c1=O
-1	-4	13	0	0.1	2	-6	-10	6	9	CSc1ccccc1NC(=O)COc1nsnc1N1CCOCC1
-3	-1	5	-4	-0.1	1	-2	-3	9	-6	CSc1ccc(S(=O)(=O)N2CCC(C(=O)NCc3ccco3)CC2)cc1
-6	3	-12	3	25*	-27	-3	-4	-10	-6	COc1ccc(OC(=O)c2cccc([N+](=O)[O-])c2)c(C(=O)/C=C/c2cccs2)c1
-6	3	0	-2	-0.2	-1	-6	9	1	2	COc1ccc(C2=Nn3c(nnc3-c3ccccc3OC)SC2)cc1OC1CCOC1 (stereo not drawn)
-11	1	-41	0	1.2	-11	-7	3	0	-1	Cc1cccc(NC(=O)CNC(=O)c2cc(S(=O)(=O)N(C)C)ccc2N2CCCC2)c1C
3	0	8	1	0.0	2	-1	3	-1	2	C=CCN(C(=O)CNC(=O)c1ccco1)C(C(=O)NC1CCCCC1)c1ccc(OC)cc1 (stereo not drawn)
-1	-6	-4	3	-0.7	-1	2	2	-5	0	O=C(NCc1ccco1)C1CC(c2ccc(Cl)cc2)=NO1 (stereo not drawn)
2	-5	-5	2	-0.1	-4	-13	2	-1	8	O=C(CN1C(=O)C2CC=CCC2C1=O)Nc1nc2ccc(F)cc2s1 (stereo not drawn)

# Compound activity as filed in PubChem.
